NTR1 ag: agonists of NTR1, primary screen, imaging, U2OS cells, beta-arrestin-GFP, high content (AID 493036); activation, % at 20 µM; NTR1-U2OS beta-arrestin-GFP spot imaging, agonist mode; 330,000 tested, 0.17% active;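 active means activation at or above 40% of the spot to cytoplasm intensity ratio, with at least 20 cells analyzed; inconclusive means wells under 20 cells, flagged as cytotoxic or low count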;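 further: 0% = DMSO without peptide and 100% = 100 nM NTR1 peptide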
Target sequence (P30989 whole entry, looked up): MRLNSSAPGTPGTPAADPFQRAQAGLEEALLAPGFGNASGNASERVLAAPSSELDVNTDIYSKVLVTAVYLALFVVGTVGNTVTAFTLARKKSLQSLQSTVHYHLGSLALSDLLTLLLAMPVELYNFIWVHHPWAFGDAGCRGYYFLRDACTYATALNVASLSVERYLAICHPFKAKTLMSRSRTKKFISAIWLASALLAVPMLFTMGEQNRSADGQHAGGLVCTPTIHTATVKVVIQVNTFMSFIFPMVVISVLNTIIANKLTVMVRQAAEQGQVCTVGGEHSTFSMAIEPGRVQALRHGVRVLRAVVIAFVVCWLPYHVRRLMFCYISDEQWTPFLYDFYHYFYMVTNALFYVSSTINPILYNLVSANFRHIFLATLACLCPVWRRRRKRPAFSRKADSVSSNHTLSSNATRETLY
T cell HTS: modulates CD8 T cell binding to vesicles; 2C CD8+ T cell-vesicle binding, flow cytometry; active compounds read low; calls only at 7 µM; AID 2052; 330,000 tested, 0.068% active;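 active means response, share of CD8 T cells binding vesicles, and their 90th percentile fluorescence all below set limits, cut at about 80% in these data, passing the limit was not always enough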
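Assay system: 2C TCR transgenic mouse naive CD8+ T cells, MACS-purified | Read-out: CD8+ gate FL2 mean fluorescence as % of same-row positive control | Signal: High-throughput flow cytometry with anti-B7-1 and anti-CD8 staining | Timing: Binding step 1.5 h, 37 °C, antibody labelling 20 min, ice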
GPR55 activation: selective activators of receptor GPR55 – imaging, U2OS cells, beta-arrestin-GFP redistribution, primary screen (AID 1961); U2OS GPR55 beta-arrestin-GFP redistribution imaging; higher % means a stronger effect; 290,000 tested, 0.048% active; activation, % at 10 µM; hits with a dose series show EC50 in µM;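 active means activation above 40% with more than 50 cells counted in the well; inconclusive means wells holding fewer than 50 cells, flagged as toxic or sparse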;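 further: U2OS osteosarcoma cells stably expressing GPR55 and beta-arrestin-GFP; plate controls were DMSO negative control for no effect and LPI positive control for full effect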
SV40 large T antigen: SV40 large T antigen inhibitors, biochemical (AID 1903) | SV40 large T antigen ATPase/helicase inhibition assay; higher % means a stronger effect | one-dose inhibition, % at 20 µM; IC50 in µM for titrated hits | 310,000 tested, 0.39% active; in the data active means a potency from the dose series; inconclusive means inhibition mostly from about 32% at the one dose, without a potency; inactive means the rest, 99 in 100 with inhibition below about 32%; further: strong numbers were not always called active
Hep lipid drop: hepatic lipid droplet formation modulation | 240,000 tested, 0.4% active | AML12 mouse hepatocytes, oleate lipid droplets, BODIPY imaging | inhibition, % at 6.5 µM | AID 1656;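 active means lipid droplet intensity inhibited by at least 50%, with more than 500 cells counted; inconclusive means wells with under 300 cells, treated as cytotoxic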
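Test system: AML12 mouse liver cells; schedule: overnight exposure; technique: high-content imaging of BODIPY-stained droplets and DAPI nuclei; read-out: % inhibition of corrected integrated BODIPY droplet signal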
GPR35 antagonists: GPR35 antagonists blocking zaprinast-driven arrestin recruitment, primary screen, imaging, U2OS, beta-arrestin-GFP, zaprinast agonist (AID 2058) | U2OS GPR35 beta-arrestin-GFP translocation imaging, zaprinast antagonism; higher % means a stronger effect | 290,000 tested, 0.052% active | inhibition, % at 10 µM, or IC50 in µM where a hit was titrated;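 active means inhibition of at least 50% with at least 30 cells and total cytoplasm GFP at most 10,000,000; inconclusive means under 30 cells or total GFP of 10,000,000 plus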
LYP phosphatase: PTPN22 lymphoid phosphatase activity blockers – biochemical, fluorescence intensity, uHTS (AID 1779). 290,000 tested, 0.054% active. recombinant LYP phosphatase, fluorescence intensity; higher % means a stronger effect. inhibition, % at 11.5 µM; hits with a dose series show IC50 in µM; in the data active means inhibition above about 50%;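 further: plate controls were vehicle with enzyme for no effect and no enzyme for full effect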
MgcRacGAP inhibition: MgcRacGAP GTPase-activating activity inhibitors, confirmation, biochemical, ADP Hunter fluorescence. inhibition, % at 30 µM; hits with a dose series show IC50 in µM. MgcRacGAP-stimulated Rac1 GTP hydrolysis, ADP Hunter fluorescence; higher % means a stronger effect; GST-tagged Rac1 F28L mutant substrate. AID 624330. 340,000 tested, 0.6% active;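 active means first-screen hits whose inhibition reached a set limit at any dose in the follow-up dose series; inconclusive means inhibition above the set first-screen limit but never retested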;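 further: fluorescence reports GDP produced by GAP-driven GTP hydrolysis; strong numbers were not always called active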
GPR55 antagonists: inhibition of LPI-stimulated GPR55 beta-arrestin translocation – imaging, U2OS, beta-arrestin-GFP, LPI agonist, primary screen (AID 2013); U2OS GPR55 beta-arrestin-GFP translocation imaging, LPI antagonism; higher % means a stronger effect; inhibition, % at 10 µM; hits with a dose series show IC50 in µM; 290,000 tested, 0.13% active;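 active means spots per cell inhibited over 60%, with over 100 cells counted and total cytoplasm intensity under 500,000; inconclusive means wells with under 100 cells, flagged as likely toxic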;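 further: U2OS cells stably carrying GPR55 and arrestin-GFP stimulated by 5 µM LPI near EC80; imaged beta-arrestin-GFP aggregate spots per cell after agonist stimulation; plate controls were LPI-stimulated DMSO wells for no effect and DMSO wells without LPI for full effect; some results filed as inactive read as strong as hits; confirmed hits need IC50 under 10 µM and bright autofluorescent wells are also inconclusive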
Hep lipid drop cells 6.5 µM: further read-out of Hep lipid drop, marked with its call; cell count; measured here: cell count, cytotoxicity flag;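 cells counted across two imaged fields per well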
T cell HTS vesicle-bound %: second read-out of T cell HTS, no call of its own (marks repeat the call); double positive events, %; measured here: CD8+ vesicle-bound cell fraction;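 binding gate set so that unloaded-vesicle control wells show 10% double positive cells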
NTR1 ag cell count 20 µM: second read-out of NTR1 ag, no call of its own (marks repeat the call); cell count; measured here: cell count, cytotoxicity flag
The depositor's hits bear a star; i = inactive; ? = inconclusive; . = no result given; & = joins results of further samples.

molecule	SV40 large T antigen	NTR1 ag	T cell HTS	GPR55 activation	GPR35 antagonists	LYP phosphatase	MgcRacGAP inhibition	Hep lipid drop cells 6.5 µM	T cell HTS vesicle-bound %	NTR1 ag cell count 20 µM	GPR55 antagonists	Hep lipid drop
Cc1oc(-c2ccccc2Cl)nc1CN1CCCCC1c1cccnc1 (stereo not given)	28%	1.6	i	0.0%	16%	0%	2%	667	28	31	9%	-2
COc1cc(SC)ccc1C(=O)N1CC(C)OC(C)C1 (stereo not given)	21%	-0.4	i	-0.1%	-1%	-6%	6%	724	43	31	9%	-27
O=[N+]([O-])c1ccc(O)c2ncccc12	12%&-8%	4.3	i	0.2%	0%	4%	-3%	647	28	64	18%	-23
N#Cc1cc(N)ccc1-n1cccc1	6%	-0.1	i	0.2%	0%	-1%	12%	725	47	48	5%	19
COc1ccc(CNCCc2ccc([N+](=O)[O-])cc2)c(OC)c1OC	5%	-1.5	i	-0.2%	3%	-11%	25%	755	17	62	-5%	-16
O=C1c2ccccc2C(=O)N1CN(C(=O)COc1ccccc1)c1ccccc1	3%	1.4	i	0.0%	4%	-8%	3%	.	15	52	3%	.
CS(=O)(=O)N(CC(=O)N1CCCCCC1)c1cccc([N+](=O)[O-])c1	5%	-0.6	i	-0.2%	6%	-1%	7%	743	50	51	-1%	-1
COc1ccc(CN2CCC(Oc3cc(C(=O)NC4CC4)ccc3OC)CC2)c(O)c1	5%	0.1	i	0.3%	16%	-6%	7%	701	7	70	6%	-4
Cc1ccc(C(=O)/C=C/c2c(C)nn(-c3ccccc3)c2Cl)cc1	24%	5.8	.	1.5%	-16%	3%	4%	796	.	53	15%	-29
Cc1csc(=O)n1CCC(=O)OCC(=O)c1c(N)n(CC(C)C)c(=O)n(C)c1=O	8%	-1.1	i	.	.	.	11%	.	49	52	.	.
COc1ccc(COC(=O)c2ccc(Cl)c(S(=O)(=O)N3CCOCC3)c2)cc1F	5%	1.3	i	-0.1%	5%	-5%	8%	695	62	64	-9%	2
CCOc1ccc(NC(=O)CN(C)C(=O)CCCc2c[nH]c3ccccc23)cc1OCC	10%	2.7	i	.	.	.	6%	.	48	49	.	.
O=C(COc1cccc(Cl)c1)Nc1ccccc1N1CCCCC1	15%	14	i	.	.	.	10%	.	12	58	.	.
COc1ccc(CCOC(=O)c2ccc(NC(=O)CC#N)cc2)cc1	7%	1.2	i	-0.2%	-25%	-11%	5%	679	65	65	15%	2
CC(C)(C)C1CCc2onc(C(=O)Nc3ccc4c(c3)OCO4)c2C1 (stereo not given)	20%	-0.3	i	0.0%	12%	-7%	9%	742	30	56	22%	6
CNC(=O)NCCN1CCCC1=O	0%	-1.5	i	-0.1%	-13%	-5%	16%	766	21	38	4%	-1
COc1cc(C)nc(OCCNC(=O)COc2ccc(Cl)cc2C)n1	8%	0.8	i	-0.1%	-10%	-1%	6%	678	29	46	-4%	0
CC(C)CN1C(=O)C(=O)N(CC(=O)NC2CCCc3ccccc32)C1=O (stereo not given)	12%	2.0	i	-0.2%	0%	0%	7%	674	19	47	0%	10
Clc1ccc(CN2CCSCC2)c(Cl)c1	-1%	1.7	i	-0.4%	1%	-9%	24%	800	58	50	0%	0
Cc1cccc(C)c1NC(=O)CNCC(=O)N(C)C	24%	0.0	i	0.6%	-9%	-9%	-2%	646	52	61	6%	18
O=C(Nc1cccc(C(=O)N2CCOCC2)c1)NC1CCCCC1	11%	0.0	i	-0.1%	-10%	-8%	7%	.	40	62	2%	.
CC(C)c1cc(C(=O)N/N=C/c2cccnc2)cs1	14%	-0.4	i	0.8%	-6%	-1%	2%	644	26	48	9%	-10
O=C1c2ccccc2C(=O)N1CCN1CCc2ccccc21	-1%	1.9	i	0.3%	5%	-1%	11%	.	44	84	19%	.
CC(OCCN(C)C)C(=O)C12CC3CC(CC(C3)C1)C2 (stereo not given)	3%	-0.6	i	1.2%	-4%	-5%	.	727	34	32	6%	-12
COc1cc(C(C)=O)ccc1OCC(O)CNCC(O)c1ccccc1 (stereo not given)	-27%	-1.2	i	-0.1%	-2%	-9%	21%	.	44	113	14%	.
CCOCCCn1c(SCC(=O)Nc2ccccc2)nc2ccccc2c1=O	9%	1.7	i	0.4%	-4%	-9%	13%	785	25	57	9%	22
CC(C)CN1C(=O)C(NC(=O)C2CC2)(C(F)(F)F)C2=C1CC(C)(C)CC2=O (stereo not given)	8%	1.4	i	-0.3%	.	-3%	12%	655	32	52	5%	3
CSc1nc(Oc2ccc(Cl)cc2)c2sccc2n1	15%	6.7	i	0.2%	-4%	0%	14%	644	59	54	8%	2
COc1ccccc1N(CC(=O)N1CCCC1)S(=O)(=O)c1ccc(C)cc1	2%	0.5	i	-0.1%	9%	-12%	5%	.	18	45	-6%	?
O=C(Nc1ccsn1)c1ccc(Cl)cc1Cl	-4%	0.1	i	0.3%	6%	-4%	6%	654	28	79	7%	22
Cc1ccc(-c2ccc(SCC(=O)Nc3ccc4c(c3)OCCO4)nn2)cc1	13%	-1.1	i	-0.6%	1%	-5%	9%	584	59	61	-8%	-31
COc1ccc(CC(=O)NNS(=O)(=O)c2ccccc2)cc1OC	21%	-0.9	i	-0.1%	-3%	-11%	-4%	741	46	95	3%	-8
O=S(=O)(c1cc(-c2nc3ccccc3s2)ccc1Cl)N1CCOCC1	25%	.	.	-2.3%	13%	-10%	.	.	.	.	8%	.
O=S(Cc1ccc(Cl)cc1)CC(O)COc1ccc(Cl)cc1 (stereo not given)	4%	-1.2	i	-0.2%	15%	-1%	4%	.	35	79	-3%	.
COc1ccc(N(C)C(=O)C2CCN(S(=O)(=O)c3cccc4nonc34)CC2)cc1	13%	-0.6	i	-0.2%	4%	-3%	0%	798	29	49	10%	-1
CCOC(=O)N1CCc2c(sc3ncn(C)c(=O)c23)C1	7%	2.4	i	-0.2%	-5%	-8%	6%	741	54	43	7%	-3
CC(=O)OC[C@H]1O[C@H](C/C=N/OC[C@@H](O)[C@H]2O[C@@H]3OC(C)(C)O[C@@H]3[C@H]2O)C=C[C@@H]1OC(C)=O	8%	1.4	i	-0.1%	9%	-5%	.	786	12	51	-1%	1
O=Cc1[nH]c2ccccc2c1N(C(=O)CCl)c1ccccc1	.	.	.	0.0%	-1%	-1%	9%	604	.	.	29%	3
COc1ccc(OC)c(NC(=O)COC(=O)c2ccc(-n3cnnn3)cc2)c1	6%	-1.9	i	0.7%	-7%	-7%	5%	.	38	72	5%	.
CCCC(=O)N1CCN(Cc2nc3cc([N+](=O)[O-])ccc3n2C)CC1	6%	-0.1	i	0.0%	-1%	-5%	7%	822	35	97	-8%	1
CC(NC(=O)c1ccc(N(C)C)cc1)c1ccc(F)cc1 (stereo not given)	26%	0.2	i	0.6%	-9%	2%	14%	692	60	98	-8%	0
CC(=O)NN1C(=O)c2ccc(Oc3ccc([N+](=O)[O-])cc3)cc2C1=O	18%	1.7	i	-0.1%	2%	1%	5%	.	32	55	-1%	.
C[C@@H]1CCC(=O)N(C[C@@H](C)CSc2ccccc2)CC1	8%	-4.7	i	0.7%	6%	-13%	10%	797	21	62	-3%	-6
COC(=O)N/N=C(\CCC(=O)O)c1cccs1	2%	1.4	i	-0.1%	-4%	-8%	4%	634	44	58	-2%	-1
Cn1ccnc1Sc1nc2ccccc2nc1NS(=O)(=O)c1ccccc1	4%	0.2	i	0.1%	13%	-6%	9%	.	38	52	4%	.

Entries above that contain fluorine, in the order listed:
molecule	SV40 large T antigen	NTR1 ag	T cell HTS	GPR55 activation	GPR35 antagonists	LYP phosphatase	MgcRacGAP inhibition	Hep lipid drop cells 6.5 µM	T cell HTS vesicle-bound %	NTR1 ag cell count 20 µM	GPR55 antagonists	Hep lipid drop
COc1ccc(COC(=O)c2ccc(Cl)c(S(=O)(=O)N3CCOCC3)c2)cc1F	5%	1.3	i	-0.1%	5%	-5%	8%	695	62	64	-9%	2
CC(C)CN1C(=O)C(NC(=O)C2CC2)(C(F)(F)F)C2=C1CC(C)(C)CC2=O (stereo not given)	8%	1.4	i	-0.3%	.	-3%	12%	655	32	52	5%	3
CC(NC(=O)c1ccc(N(C)C)cc1)c1ccc(F)cc1 (stereo not given)	26%	0.2	i	0.6%	-9%	2%	14%	692	60	98	-8%	0

Outcome played no part in choosing rows (roughly 1.8% active in at least one column).
